aDG glyco up – alpha-DG glycosylation activation | activation, % at 10 µM | actives 0.22% (n = 360,000) | Pro5-aDG cells, alpha-DG glycosylation AlphaScreen (IIH6); 0% Pro5, 100% B10-LARGE cell signal;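 active = activation of at least 8% versus controls, or a plate z-score of at least 8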;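 note: Pro5 are CHO cells carrying HIG-tagged alpha-DG that lacks glycosylation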
Vif inh – blocks HIV Vif function; inhibition, % at 7.49 µM; HEK293T cells, Vif self-association by quenched fluorescence, imaging, 24 h; AID 602346; actives 0.35% (n = 340,000); in the data active = inhibition above about 50%, passing the limit was not always enough; note: some results filed as inactive read as strong as hits
m5-HT2A agonist – agonists of mouse serotonin 5-HT2A receptor (HTR2A); AID 624169; P35363; actives 0.66% (n = 360,000); CHO-K1 mHTR2A beta-arrestin complementation, luminescence; percent of 30 µM serotonin response; activation, % at 7.6 µM;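 active = activation above a run cutoff, the mean activation of all tested compounds plus 3 SD, cut at about 14% in these data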;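 note: 0% = plate median of compound wells and 100% = 30 µM serotonin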
Target sequence (P35363 whole entry, looked up): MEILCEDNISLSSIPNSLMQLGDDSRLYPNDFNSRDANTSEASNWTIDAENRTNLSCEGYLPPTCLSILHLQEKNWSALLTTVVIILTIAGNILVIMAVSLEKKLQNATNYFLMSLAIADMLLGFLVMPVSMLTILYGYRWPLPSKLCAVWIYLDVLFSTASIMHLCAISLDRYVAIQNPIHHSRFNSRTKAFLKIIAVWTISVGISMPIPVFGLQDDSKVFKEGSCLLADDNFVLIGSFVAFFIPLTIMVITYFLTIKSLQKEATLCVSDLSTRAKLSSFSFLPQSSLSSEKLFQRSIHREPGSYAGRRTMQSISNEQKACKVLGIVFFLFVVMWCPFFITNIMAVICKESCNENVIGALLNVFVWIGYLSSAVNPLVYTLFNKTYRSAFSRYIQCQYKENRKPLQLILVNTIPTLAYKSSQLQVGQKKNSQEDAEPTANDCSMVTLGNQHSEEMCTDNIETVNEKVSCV
Cardio protect – modulators protecting cardiomyocytes from myocardial damage; H9c2 cardiomyocytes, H2O2 injury protection, ATPLite, 2 h; protection from H2O2 cell death, % at 20 µM; actives 0.63% (n = 360,000);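 active = compounds giving at least 50% protection of heart cells from peroxide-induced death in the single-dose screen, raw or plate-pattern-corrected value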;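 note: 0% = DMSO wells with peroxide and 100% = DMSO wells without peroxide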
N-glyco inh – N-linked glycosylation inhibition | D54 ERlucT glycosylation luciferase reporter, 24 h; percent of 100 nM tunicamycin response | reporter increase, % at 12.5 µM | actives 0.23% (n = 360,000) | AID 588692;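 active = mean luciferase reporter signal, scaled so untreated is 0 and the glycosylation-blocking control 100, at or above a set limit in every replicate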;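 note: luciferase carries N-glycosylation sites so blocking glycosylation raises the light; 0% = median of neutral control wells and 100% = median of 100 nM tunicamycin wells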
Granule exo inh – lytic granule exocytosis inhibition; inhibition, % at 10 µM; AID 651702; actives 0.66% (n = 360,000); TALL-104 LAMP-1 surface exposure, flow cytometry; cells stimulated with thapsigargin and PMA;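 active = inhibition above about 55%, limit read from the data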
iPSC survival up – increases survival of single human iPS cells; AID 602274; hiPSC single-cell survival, ATPlite luminescence; 100% = ROCK inhibitor wells, 0% = DMSO; survival enhancement, % at 20 µM; actives 0.044% (n = 360,000); in the data active = survival enhancement above about 18%;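 note: cells exposed to compounds for 16 hours before the ATP read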
ABCB6 inh MLPCN – blocks the human ABCB6 transporter. Q9NP58. K562-ABCB6 porphyrin accumulation, flow cytometry, 1 h; active compounds read low. fluorescence ratio to DMSO, % at 10 µM. actives 0.19% (n = 360,000);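 active = fluorescence ratio to DMSO below 75%, the collection mean minus 3 SD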;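 note: signal is porphyrin accumulated inside mitochondria; 100% equals median channel fluorescence of DMSO control wells; lower ratio means ABCB6 inhibition with less porphyrin fluorescence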
CaV13 ICDI inh – Primary screen for inhibitors of IQ motif and Ca2+-dependent inactivation inhibitor domain binding in CACNA1D, Förster resonance energy transfer in living cells, …. inhibition, % at 12.3 µM. actives 0.098% (n = 340,000). HEK cells, CFP/YFP FRET ICDI-IQ, plate reader, 10 min; percent FRET-ratio fall versus neutral wells;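 active = mean replicate inhibition of at least 30% and at least 1% of replicates passing that level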;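 note: 0% = median of the neutral control wells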
PDI turbidity – PDI (human) enzyme inhibition | P07237 | PDI insulin aggregation turbidity, A650, 90 min | inhibition, % at 10 µM | actives 0.052% (n = 350,000);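 active = mean inhibition across replicates of 30% or more, whatever share of single replicates reach that level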;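 note: absorbance from insulin aggregation driven by PDI reduction with DTT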
Target sequence (P07237 whole entry, looked up): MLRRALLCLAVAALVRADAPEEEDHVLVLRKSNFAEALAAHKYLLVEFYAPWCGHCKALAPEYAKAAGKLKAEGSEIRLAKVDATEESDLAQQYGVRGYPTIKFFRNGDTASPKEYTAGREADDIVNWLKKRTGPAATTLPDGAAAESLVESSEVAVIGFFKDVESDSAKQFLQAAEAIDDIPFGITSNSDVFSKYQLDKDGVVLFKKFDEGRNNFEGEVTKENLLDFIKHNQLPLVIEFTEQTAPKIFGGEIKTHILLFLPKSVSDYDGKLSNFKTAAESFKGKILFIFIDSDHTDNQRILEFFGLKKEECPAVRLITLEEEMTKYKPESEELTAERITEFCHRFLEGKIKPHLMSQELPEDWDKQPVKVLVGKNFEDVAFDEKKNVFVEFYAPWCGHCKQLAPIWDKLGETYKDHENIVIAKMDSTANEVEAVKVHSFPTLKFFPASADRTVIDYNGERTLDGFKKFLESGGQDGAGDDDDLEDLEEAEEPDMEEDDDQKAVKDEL
* = called active by the depositor; · = no result given.

SMILES | aDG glyco up | Vif inh | m5-HT2A agonist | Cardio protect | N-glyco inh | Granule exo inh | iPSC survival up | ABCB6 inh MLPCN | CaV13 ICDI inh | PDI turbidity
Cc1ccc(C)c2[nH]c(=O)c(CCNC(=O)CC(C)C)cc12 | -0.1 | 9 | -1 | -3 | 4 | -10 | 1.0 | 98 | -7 | 9
CCOc1ccc(N(CC(=O)NC2CCCCC2)C(=O)CCC(=O)Nc2ccccn2)cc1 | 0.0 | 17 | -7 | 0 | -1 | -2 | -0.4 | 97 | -4 | -10
CCn1c(C)nc2cc(C(=O)NNC(=O)Nc3ccc(Cl)cc3)ccc21 | 1.0 | -10 | 3 | -4 | -2 | -2 | -0.2 | 95 | -5 | 6
Cc1ncc(CO)c(/C=N/Nc2ccc(C(F)(F)F)cn2)c1O | 0.9 | 32 | -18 | 42 | -9 | -2 | 4.9 | 90 | -4 | 9
CCN(CC)CCNC(=O)C(=O)NCC1OCCN1S(=O)(=O)c1ccc2c(c1)OCCO2 (configuration not stated) | -0.1 | 0 | -1 | -2 | -1 | -1 | 5.7 | 101 | -4 | 8
O=c1c(-c2ccccc2)c(-c2ccccc2)oc2cc(O)cc(O)c12 | 0.1 | -8 | 3 | 11 | 3 | -13 | 0.2 | 99 | -2 | 0
Cc1ccc(OCc2ccc(C(=O)Nc3nccs3)o2)cc1 | -0.2 | 1 | 3 | -1 | 3 | -2 | -0.1 | 76 | -4 | -10
CCOc1ccc(NC2=NCC(=O)N2CCc2ccccc2)cc1 | -0.2 | 6 | -1 | -9 | 3 | -1 | -0.2 | 91 | -4 | 5
COc1ccc(C(=O)CCN2CCC(C)CC2)cc1 | 0.5 | -8 | 4 | -17 | 1 | 49 | -0.9 | 97 | -8 | 1
OCC[C@H]1C[C@H](O)[C@@H](O)[C@@]2(Cc3ccccc3CCO2)O1 | 0.1 | -5 | 2 | 10 | 2 | 8 | 8.2 | 97 | -9 | 0
CC(C)CNC(=O)c1cccc(NC(=O)C(C)Oc2ccccc2)c1 (configuration not stated) | 0.3 | -2 | 0 | 3 | -1 | -1 | -0.1 | 103 | 9 | -5
O=C1c2ccccc2C(O)N1Cc1ccccc1 (configuration not stated) | -0.2 | · | 1 | 2 | 1 | 9 | -0.5 | 102 | -6 | 5
Cc1ccc(N(CC(=O)NCc2ccco2)C(=O)CCC(=O)Nc2ccccn2)cc1C | 0.2 | -5 | -8 | 4 | 0 | -1 | 1.3 | 89 | 0 | 2
COc1cc(S(=O)(=O)NCCCN2CCOCC2)ccc1-n1cnnn1 | -0.1 | 4 | -1 | -6 | 1 | 4 | 1.1 | 97 | 0 | 7
O=C(NCCC(F)(F)F)C1Cc2c(-c3ccc(Cl)cc3)ccnc2O1 (configuration not stated) | -0.3 | -7 | 9 | 4 | 2 | -3 | 10 | 99 | -5 | -21
CC(NCc1ccc(F)cc1)C(=O)Nc1cc(S(=O)(=O)N2CCCCC2)ccc1Cl (configuration not stated) | -0.1 | -7 | -5 | -27 | -4 | 4 | 1.6 | 100 | -5 | 1
Cc1nc2nc(SCC(=O)O)nn2c(C)c1Cc1ccccc1Cl | -0.1 | 0 | 4 | -1 | 2 | -3 | 5.9 | 99 | -2 | -1
Cc1nc(N2CCN(c3ccccn3)CC2)c2c(C)c(C(=O)Nc3ccccc3F)sc2n1 | -0.2 | -13 | 6 | 50* | 0 | 18 | -0.6 | 93 | 1 | -3
CCC(C)NC(=O)C1(NC(=O)Nc2ccccc2)CCCCC1 (configuration not stated) | -0.3 | 5 | -2 | 2 | 1 | 1 | 4.8 | 98 | 8 | 6
CN1C(=S)SC(/[N+]([O-])=C\c2ccccc2)C1(C)C (configuration not stated) | -0.2 | 12 | -2 | 0 | 3 | -1 | -0.1 | 95 | -3 | 2
S=C(Nc1ccccc1)Nc1ccc(Br)cc1 | 0.6 | 32 | -3 | -8 | 2 | 2 | 2.7 | 96 | 5 | -1
CCOC(=O)c1[nH]c2ccc(OCC)cc2c1NC(=O)CN1CCC2(CC1)OCCO2 | 0.2 | 2 | -1 | 11 | 0 | -3 | 1.2 | 94 | · | -14
CC(=O)Oc1cccc(C2C3=C(CC(C)(C)CC3=O)Nc3ccccc3N2C(C)=O)c1 (configuration not stated) | 0.1 | 11 | 3 | 4 | 1 | 2 | 0.8 | 95 | -19 | -4
CCC(=O)c1ccc(OCC(=O)OC(C)C(=O)Nc2c(C)n(C)n(-c3ccccc3)c2=O)cc1 (configuration not stated) | -0.1 | -2 | 3 | 6 | 1 | 0 | 0.4 | 99 | -6 | 2
CCOC(=O)c1c(C)[nH]c(C)c1C(=O)CSc1nc2ccccc2n1CC | -0.1 | -6 | -6 | 9 | -1 | -1 | 0.7 | 98 | -5 | 1

More records follow:
SMILES | aDG glyco up | Vif inh | m5-HT2A agonist | Cardio protect | N-glyco inh | Granule exo inh | iPSC survival up | ABCB6 inh MLPCN | CaV13 ICDI inh | PDI turbidity
CCN(CC)CCN1C(=O)C(=O)/C(=C(/O)c2c(C)[nH]c(C(=O)OC)c2C)C1c1ccco1 (configuration not stated) | 0.0 | 6 | 4 | 0 | -1 | 4 | 0.9 | 92 | -6 | 23
CS(=O)(=O)N(CC(=O)Nc1cccnc1)c1ccc2c(c1)OCO2 | -0.2 | 2 | -3 | 4 | 0 | 0 | -0.4 | 96 | -1 | -6
COc1ccc(NC(=O)C/C(C)=N/NC(=O)C(=O)NC2CCCCC2)c(OC)c1 | -0.2 | -9 | -1 | 3 | 0 | -3 | 0.7 | 96 | 7 | 2
O=C(CN1CCN(c2nc(-c3ccccc3)cs2)CC1)NCc1ccc2c(c1)OCO2 | 0.1 | -3 | 4 | -6 | 0 | 32 | -2.5 | 95 | -4 | 3
COc1ccc(-c2csc(NC3OC(=O)c4c3ccc(OC)c4OC)n2)cc1OC (configuration not stated) | 0.6 | 3 | -1 | 5 | 1 | -3 | -0.2 | 101 | -19 | 12
CCN(CC(=O)Nc1c(F)cccc1F)C(=O)C1CCCO1 (configuration not stated) | -0.3 | · | -4 | 9 | 1 | 4 | -5.2 | 104 | -6 | 6
COC(=O)Cc1ccc(Oc2ncc(C(F)(F)F)cc2Cl)cc1 | 0.0 | -1 | 2 | -5 | 1 | -5 | 0.6 | 84 | -4 | 7
Clc1cccc(Cc2c(-c3cccc(Br)c3)nc3ccc(Cl)cn23)c1 | 0.1 | · | -2 | -4 | -1 | 2 | -1.5 | 101 | -4 | ·
CC(=O)c1cccc(OCC(=O)N2CCCc3ccccc32)c1 | -0.1 | 21 | 5 | 0 | 1 | 17 | -0.5 | 107 | -4 | 1
CC(=O)c1cccc(NC(=O)COC(=O)c2ccc(S(C)(=O)=O)c([N+](=O)[O-])c2)c1 | -0.5 | 2 | 10 | -14 | -1 | -4 | -2.9 | 89 | -5 | 1
Cc1cc(C(=O)Nc2ccccc2C(=O)O)oc1C | 0.0 | 9 | -2 | -4 | 2 | -7 | -0.4 | 100 | -1 | -4
Cc1ccc(-n2nc3c(=O)n(CCCC(=O)NCCc4ccccc4C)nc(C)c3c2C)cc1 | 0.2 | -8 | -2 | 0 | 1 | 27 | -0.5 | 101 | -3 | -3
O=C(Nc1ncccn1)c1ccc([N+](=O)[O-])cc1 | 1.4 | 1 | 0 | -7 | 0 | 4 | -2.5 | 95 | -2 | 1
Cn1ncc(N=Cc2c(O)ccc3ccccc23)c1C(=O)Nc1cccc(Cl)c1 | -0.2 | -2 | -4 | 1 | 7 | 1 | -2.7 | 111 | -7 | -7
Cc1cc(C)c(NC(=O)CNC(=O)Cc2ccc(S(=O)(=O)N3CCOCC3)s2)c(C)c1 | 0.1 | 10 | 3 | -10 | 2 | -5 | -0.1 | 96 | -6 | 4
CC(CCc1ccccc1)NC(=O)CNC(=S)N(Cc1cccs1)C1CCCC1 (configuration not stated) | 0.2 | -1 | 1 | -6 | -2 | -1 | -0.2 | 96 | · | -1
O=C(NCc1ccco1)c1ccc(CN2CCOCC2)cc1 | -0.2 | 10 | 1 | -5 | 2 | 6 | 4.0 | 100 | -4 | -6
CSCCC(=O)N1CCC(n2nccc2NC(=O)CCc2ccccc2)CC1 | 0.3 | -2 | -4 | -1 | 2 | -3 | -0.4 | 100 | · | 3
CS(=O)(=O)Nc1ccc(C(=O)Nc2ccc3c(c2)OCCO3)cc1 | · | -4 | · | · | 2 | 0 | · | 102 | · | -3
CC(=O)c1ccc(OCC(C)Oc2ccc(C#N)cc2)cc1 (configuration not stated) | 0.0 | 4 | 1 | -4 | 0 | 1 | -0.1 | 103 | 1 | 0
CC(=O)c1ccc(NC(=O)CNCc2cccs2)cc1 | 0.1 | 9 | -3 | 10 | 1 | 1 | -0.7 | 93 | -2 | 1
CC(C)OCCCNC(=S)NNC(=O)C(c1ccccc1)c1ccccc1 | 0.2 | -1 | -9 | -1 | -2 | 3 | -0.9 | 101 | -6 | 2
CCc1ccc(/C=N/n2c(C)cc(C)c(C#N)c2=O)cc1 | 0.1 | -2 | 3 | 1 | 5 | 1 | 3.0 | 98 | · | -9
O=C(CCNS(=O)(=O)c1ccc(Cl)cc1)N1CCCCCC1 | -0.1 | 1 | 3 | -2 | 0 | -2 | -0.4 | 103 | -6 | 5

Nine compounds already listed, ordered by length of the SMILES, lowest first.
SMILES | aDG glyco up | Vif inh | m5-HT2A agonist | Cardio protect | N-glyco inh | Granule exo inh | iPSC survival up | ABCB6 inh MLPCN | CaV13 ICDI inh | PDI turbidity
Cc1cc(C(=O)Nc2ccccc2C(=O)O)oc1C | 0.0 | 9 | -2 | -4 | 2 | -7 | -0.4 | 100 | -1 | -4
O=C(Nc1ncccn1)c1ccc([N+](=O)[O-])cc1 | 1.4 | 1 | 0 | -7 | 0 | 4 | -2.5 | 95 | -2 | 1
CCc1ccc(/C=N/n2c(C)cc(C)c(C#N)c2=O)cc1 | 0.1 | -2 | 3 | 1 | 5 | 1 | 3.0 | 98 | · | -9
COC(=O)Cc1ccc(Oc2ncc(C(F)(F)F)cc2Cl)cc1 | 0.0 | -1 | 2 | -5 | 1 | -5 | 0.6 | 84 | -4 | 7
CSCCC(=O)N1CCC(n2nccc2NC(=O)CCc2ccccc2)CC1 | 0.3 | -2 | -4 | -1 | 2 | -3 | -0.4 | 100 | · | 3
CS(=O)(=O)N(CC(=O)Nc1cccnc1)c1ccc2c(c1)OCO2 | -0.2 | 2 | -3 | 4 | 0 | 0 | -0.4 | 96 | -1 | -6
O=C(CN1CCN(c2nc(-c3ccccc3)cs2)CC1)NCc1ccc2c(c1)OCO2 | 0.1 | -3 | 4 | -6 | 0 | 32 | -2.5 | 95 | -4 | 3
Cc1cc(C)c(NC(=O)CNC(=O)Cc2ccc(S(=O)(=O)N3CCOCC3)s2)c(C)c1 | 0.1 | 10 | 3 | -10 | 2 | -5 | -0.1 | 96 | -6 | 4
CC(=O)c1cccc(NC(=O)COC(=O)c2ccc(S(C)(=O)=O)c([N+](=O)[O-])c2)c1 | -0.5 | 2 | 10 | -14 | -1 | -4 | -2.9 | 89 | -5 | 1

Source: PubChem BioAssay (several laboratories)
